TTR transcr act – TTR transcription activators in neuroblastoma reporter cells, primary screen, cell-based, luminescence, SH-SY5Y, TTR promoter Gaussia luciferase | actives 1.3% (n = 92,000) | 100% = recombinant luciferase protein wells | AID 1117267, 2014 | activation, % at 16.7 µM;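 active = activation above the mean of all tested compounds plus 3 SD, cut at about 9.5% in these data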;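 also: cells exposed to compounds for one day before reading; 0% = median of all test compound wells on the plate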
* hit, by the source's call. Some of the compounds tested; the hit share may differ from the screen's.

TTR transcr act	SMILES
0.2	CCCC(=O)Nc1c(C)n[nH]c1C
-0.6	O=C(NCCOc1nc(N2CCCCC2)nc(N2CCCCC2)n1)Nc1ccccc1
-5.4	CCc1ccccc1NC(=O)CN(C)C(=O)Cn1ncc(Cl)c(Cl)c1=O
-1.4	COC(=O)c1nc2n(n1)C(c1cccc(Cl)c1)C1=C(CCCC1=O)N2 (stereo not drawn)
-2.1	COc1ccc(N2C(=O)C3C(C2=O)C(C(=O)c2ccc(Cl)cc2)N2CCCC32)cc1 (stereo not drawn)
2.4	CCCCn1c(N)c(N(C)C(=O)c2ccc(Br)o2)c(=O)[nH]c1=O
-0.9	CCOc1ccc(C(=O)NCC(=O)OCc2csc(-c3ccccc3)n2)cc1
2.3	c1ccc(OCCN2CCNCC2)cc1
-1.4	CN1CCN(C(=O)/C(=C\c2cccc([N+](=O)[O-])c2)NC(=O)c2cccs2)CC1
-0.5	N#Cc1c(NC(=O)CSc2ncn(-c3ccccc3)n2)sc2c1CCCC2
0.9	COc1ccc(CC(=O)NCc2nnc(SCC(=O)Nc3cccc(F)c3)n2C)cc1
-0.8	CC(=O)c1ccccc1NC(=O)COC(=O)C1COc2ccccc2O1 (stereo not drawn)
1.2	C[C@H]1[C@@H](c2ccccc2)OC(O)([C@H](Cc2ccccc2)NC(=O)OC(C)(C)C)CN1C (stereo partly drawn)
1.0	COc1ccccc1OCc1cc(C(=O)N2CC3C[C@@H]4CC2C[C@H](C3)C4)no1
1.7	Cc1nc(-c2ccccc2)ccc1C(=O)O
0.4	COc1ccc(C(=O)c2ccccc2Cl)cc1
2.3	CC(C)c1ncc(S(=O)(=O)c2ccc(C(F)(F)F)cn2)c(N)n1
-2.9	N=c1n(CCN2CCCCC2)c2ccccc2n1CC(O)COc1ccccc1 (stereo not drawn)
0.7	COc1ccc(NC(=O)CSc2nnc(C)c(=O)n2N)cc1
1.3	COc1cccc(NC(=O)N2CCCc3ccccc32)c1
0.1	CC(=O)C(=Cc1cn(-c2ccccc2)nc1-c1ccccc1)C(C)=O
-0.4	Cc1nc2c(-c3ccccc3)c(C)nn2c(SCC(N)=O)c1Cc1ccccc1
-1.4	COc1cc(C2c3cc4c(cc3C(O)C3COCC23)OCO4)cc(OC)c1OC (stereo not drawn)
-2.4	CC(C)n1cnc2c(Nc3cccc(Cl)c3)nc(NCCCO)nc21
6.0	COc1ccc(CNc2n[nH]c(NCc3ccc(OC)c(OC)c3)n2)cc1OC
2.9	CC(O)Cn1c(N2CCCC2)nc2c1c(=O)n(C)c(=O)n2C (stereo not drawn)
1.9	CC(C)(CO)Nc1nc(Cl)nc(NC2CCCCC2)n1
1.1	CCCCCCCCOC(=O)C[N+](C)(C)C/C=C(/C)Cl
-0.6	COc1ccc(/C=C\c2cc(OC)c(OC)cc2CC[N+](C)(C)C)cc1OC
0.5	ONC(=Nc1cccc(C(F)(F)F)c1)c1cccnc1
0.9	Cc1c(-c2ccc(F)cc2)[n+](=O)c2c(n1[O-])CCCCC2
0.8	COc1ccccc1NC(=O)OC1CC2CC1[C@H]1CCCCN1[C@H]2C (stereo partly drawn)
-1.6	Cc1cc2nc(C)n(CCCNC(=O)Nc3cccc4ccccc34)c2cc1C
-0.3	Cc1nc(NC(=O)C2CCCC2)sc1Cc1ccc2c(c1)OCO2
0.5	O=C(Nc1cccc(NC(=O)c2ccccc2Cl)c1)c1ccco1
0.5	COC(=O)c1cn(C(=O)c2ccc(C)cc2)c2ccccc12
1.5	COc1cccc(C(=O)Nc2ccc(C(=O)NCC3CCCO3)cc2)c1 (stereo not drawn)
0.5	CCc1nnc(NC(=O)CSc2nnc(-c3cc4ccccc4cc3O)n2CCOC)s1
4.0	COc1ccc(NC2=Nc3ccccc3N3C2=Nc2c(c(C)nn2-c2ccc(C)cc2)C3c2cccnc2)cc1 (stereo not drawn)
-0.6	COc1ccc(NC(=O)Cn2c3ccccc3c3nc4n(c(=O)c32)CCS4)cc1

Sorted by number of heavy atoms (lowest first): four of the compounds above
TTR transcr act	SMILES
1.1	CCCCCCCCOC(=O)C[N+](C)(C)C/C=C(/C)Cl
-0.3	Cc1nc(NC(=O)C2CCCC2)sc1Cc1ccc2c(c1)OCO2
0.8	COc1ccccc1NC(=O)OC1CC2CC1[C@H]1CCCCN1[C@H]2C (stereo partly drawn)
-1.4	CN1CCN(C(=O)/C(=C\c2cccc([N+](=O)[O-])c2)NC(=O)c2cccs2)CC1

More compounds:
TTR transcr act	SMILES
8.4	CC1C2Cn3c(nc4ccccc43)C1N(C(C)C)O2 (stereo not drawn)
3.9	CCNCc1ccc(OCc2cccs2)c(OCC)c1
0.5	CCOc1ccc(NC(=O)C2CCCN(S(=O)(=O)c3c(C)nn(C)c3C)C2)cc1 (stereo not drawn)
-5.0	Cc1ccc2cc3c(nc2c1)N(Cc1ccco1)CC3
-0.6	CCN1CCN(C(=S)Nc2ccsc2C(=O)OC)CC1
-3.6	O=C(N/C=C/c1ccccc1)Nc1ccc(Cl)cc1
1.2	CCC1CCCCN1C(=O)c1noc(C(C)C)c1[N+](=O)[O-] (stereo not drawn)
1.1	COc1ccc(CN(C(=O)CN2C(=O)NC3(CCC(C)CC3)C2=O)C(C)Cc2cccs2)cc1 (stereo not drawn)
-2.8	COC(=O)c1sc(-c2ccc(C(C)(C)C)cc2)cc1NC(=O)c1ccccc1C(=O)O
1.2	O=C(CCCc1ccccc1)NC1CCSC1=O (stereo not drawn)
-1.3	CC(C)NC(=S)N1CCN(S(C)(=O)=O)CC1
-1.1	COc1ccc(CCNc2c([N+](=O)[O-])ncn2C)cc1OC
0.2	COc1ccccc1OCC(=O)Nc1ccc(C(N)=O)cc1
0.1	COC(=O)[C@]1(CC(C)C)N[C@H](c2ccc(SC3CCCCC3)c(OC)c2)[C@@H]2C(=O)N(C)C(=O)[C@@H]21
0.0	CC1CCN(CCC(=O)NN)CC1
3.0	COc1ccc(OC)c2[nH]c(=O)c(CCNC(=O)c3cc4ccccc4o3)cc12
1.2	O=[N+]([O-])c1cc(S(=O)(=O)N2CCCC2)ccc1NCCCN1CCOCC1
0.9	Cc1ccc(C(=O)N2CCCC2)cc1Br
1.4	Cc1ccccc1CN1CCC(CNC(=O)C2CCCN(c3ncnc4c3nc3n4CCCCC3)C2)CC1 (stereo not drawn)
2.5	Cc1ccc(C)c(N2C(=O)CN=C2Nc2ccccc2Cl)c1
1.1	CC(=O)c1ccc(NC(=O)/C(C#N)=C/c2ccncc2)cc1
3.3	CCOc1ccc(N(CC(=O)O)S(=O)(=O)c2ccc(F)cc2)cc1
-0.7	Clc1ccccc1OCc1nn[nH]n1
-0.2	CC(C)(C)NC(=O)C[C@H]1C[C@H](C(=O)N2CCCCC2)[C@@]2(C)c3[nH]c4cc(-c5ccco5)ccc4c3CCN2C1=O
-1.1	CC(=O)N1C(=S)NC(=O)/C1=C1/C(=O)N(CC(=O)Nc2cccc(C)c2)c2ccccc21
2.5	CCc1nnc(NC(=O)c2cc(S(=O)(=O)N(C)c3ccc(OC)cc3)ccc2Cl)s1
-0.9	CC1CCCC(NC(=O)COC(=O)CCSc2ccccc2)C1C (stereo not drawn)
0.4	Cc1noc(C)c1C(=O)Nc1ccc(F)c(F)c1
-2.5	CCOc1c2ccc(C(=O)N[C@H](C)C3CCCCC3)cc2nn1CCOC
2.7	COc1cccc(C2=CC(=O)C[C@H](c3ccc(F)cc3)C2)c1
1.1	O=C(O)c1cc2ccccc2c2cc(Br)ccc12
-0.9	COc1ccccc1N(CC(=O)N1CCN(c2ccc(F)cc2)CC1)S(=O)(=O)c1ccc(C)cc1
2.8	CCSc1nnc(NC(=O)c2cc(-c3ccc(C)c(C)c3O)n[nH]2)s1
-0.3	Cc1nnc(SC2CC(=O)N(c3ccccc3)C2=O)s1 (stereo not drawn)
1.0	Cc1ccc2[nH]c3c(=O)n(Cc4ccccn4)cnc3c2c1
-0.9	Cc1ccc(NC(=O)COC(=O)CC2CCCC2)cc1F
0.8	O=C(Nc1ccc(Oc2cccnc2)cc1)c1ccc([N+](=O)[O-])cc1
1.0	Cc1cc(Cn2nnnc2-c2ccncc2)cc(C)c1O
-2.1	O=C(CCc1ccccc1)Nc1ccccc1
-0.2	COc1ccccc1NC(=O)CSc1nc2ccccc2n1C(C)=O

Structures listed so far with a tert-butyl group, in the order listed:
TTR transcr act	SMILES
1.2	C[C@H]1[C@@H](c2ccccc2)OC(O)([C@H](Cc2ccccc2)NC(=O)OC(C)(C)C)CN1C (stereo partly drawn)
-2.8	COC(=O)c1sc(-c2ccc(C(C)(C)C)cc2)cc1NC(=O)c1ccccc1C(=O)O
-0.2	CC(C)(C)NC(=O)C[C@H]1C[C@H](C(=O)N2CCCCC2)[C@@]2(C)c3[nH]c4cc(-c5ccco5)ccc4c3CCN2C1=O

The list goes on:
TTR transcr act	SMILES
2.0	Cc1ccc(-n2c(N)c(C#N)c(-c3ccccc3)c(C#N)c2=O)cc1
-0.5	CCN(CCCNC(=O)CCCOc1cc(=O)n(C)c2ccccc12)Cc1ccccc1
-1.2	Clc1ccc(COc2ccccn2)c(Cl)c1
-1.8	CC(Nc1cc(N2CCN(S(=O)(=O)N(C)C)CC2)ccc1[N+](=O)[O-])c1ccccc1 (stereo not drawn)
3.9	CCOC(=O)C1(C)NC(c2ccco2)C2C(=O)N(c3ccc(C)cc3)C(=O)C21 (stereo not drawn)
4.1	CC(=O)N1CSCC1C(=O)N1CCN(c2ccc(N3CCOCC3)nn2)CC1 (stereo not drawn)
0.8	CC(C)n1c(=O)c2ccccc2n1C(=O)c1ccccc1
0.4	Cc1ccc(NC(=O)C2(C)CCN2CCc2ccccc2)cc1O (stereo not drawn)
-0.8	O=C(c1cc2n(n1)C(C(F)(F)F)CC(c1ccco1)N2)N1CCc2ccccc2C1 (stereo not drawn)
-2.9	C=CCN1C(=O)/C(=C\c2ccc(OC(=O)c3ccco3)c(OC)c2)SC1=S
0.3	O=C(Cc1ccccc1)N1CCN(c2ncccn2)CC1
-0.4	COc1ccc(OCCOC(=O)c2nc3nccc(C)n3n2)cc1
0.0	COc1ccc(CNC(=O)Cn2ncn3c(cc4ccccc43)c2=O)cc1
0.7	CCC(=O)OCC(=O)Nc1cc(S(=O)(=O)N(C)C)ccc1Cl
9.2	COCCN(C(=O)COc1ccccc1C#N)c1c(N)n(Cc2ccccc2)c(=O)[nH]c1=O
-1.9	CCCCN(Cc1ccccc1)C(=O)C1CCN(Cc2sccc2C)CC1
-1.5	Cc1ccc(S(=O)(=O)N2CCOCC2)cc1NC(=O)COC(=O)c1ccc2c(c1)OCCO2
-2.1	COc1ccc(-c2ccc3c(N)c(C(=O)NC(C)C)sc3n2)cc1OC
0.5	CCOC(=O)C(NCc1ccc(OC)cc1)(NC(C)=O)C(F)(F)F (stereo not drawn)
-1.6	CC1CCCN(C(=O)c2cc(S(=O)(=O)N3CCCCC3)c[nH]2)C1 (stereo not drawn)
1.1	CN(C)CCCN(C(=O)c1sc2ccccc2c1Cl)c1nc2ccc(F)cc2s1
-1.0	CN=C(Nc1ccc2c(c1)OCO2)SC1CC(=O)N(c2ccccc2)C1=O (stereo not drawn)
8.2	COP(=O)(O)C(C)NC(=O)OCc1ccccc1 (stereo not drawn)
0.6	COc1ccccc1N(CC(=O)NCC(C)C)S(=O)(=O)c1cccs1

Three of the entries above in order of the TTR transcr act value, lowest first:
TTR transcr act	SMILES
-1.0	CN=C(Nc1ccc2c(c1)OCO2)SC1CC(=O)N(c2ccccc2)C1=O (stereo not drawn)
0.6	COc1ccccc1N(CC(=O)NCC(C)C)S(=O)(=O)c1cccs1
8.2	COP(=O)(O)C(C)NC(=O)OCc1ccccc1 (stereo not drawn)

Next part.
TTR transcr act	SMILES
0.6	S=c1[nH]nc(COc2ccc(Cl)cc2Cl)n1-c1ccccc1
-1.6	N=c1c2c(ncn1CCCO)Oc1ccc3ccccc3c1C2c1ccccc1 (stereo not drawn)
1.1	C=CCN(c1ccccc1)S(=O)(=O)c1cccc(C(=O)N(CC)CC(=O)Nc2c(F)cccc2F)c1
0.1	COc1cccc(-n2c(=O)[nH]cc(C(=O)Nc3ccc(NC(C)=O)cc3)c2=O)c1
-1.9	Cc1ccc(N2CC(C(=O)NCCS(=O)(=O)N3CCN(c4ccc(F)cc4)CC3)CC2=O)cc1 (stereo not drawn)
-0.1	CCOc1ncccc1C(=O)NCc1ccc(C)cc1
-0.7	COCCn1nnnc1SCC(=O)c1ccc(F)cc1
3.3	Cc1occc1-c1nnc(SCC(=O)N2CCc3ccccc32)o1

In another format: entries from further up.
Structure	TTR transcr act
CN1CCN(C(=O)/C(=C\c2cccc([N+](=O)[O-])c2)NC(=O)c2cccs2)CC1	-1.4
N#Cc1c(NC(=O)CSc2ncn(-c3ccccc3)n2)sc2c1CCCC2	-0.5

Next section.
TTR transcr act	SMILES
-1.2	CCC(c1nnnn1Cc1ccccc1)N1CCN(C/C=C/c2ccccc2)CC1 (stereo not drawn)
-1.8	C[C@H]1CCCCO[C@@H](CN(C)C(=O)NC2CCCCC2)[C@@H](C)CN([C@@H](C)CO)C(=O)c2cc(NC(=O)Cc3ccccc3)ccc2O1
1.7	CC(C)=CCC/C(C)=C/C=N/NC(=O)c1ccc([N+](=O)[O-])cc1
0.3	COc1cc(C)c(S(=O)(=O)N2CCN(C)CC2)cc1C
1.3	O=C(CSc1ncn(-c2ccccc2)n1)c1cccs1
-0.2	COc1cccc(NC(=O)CC2C(=O)NC3CCCCC3N2C(=O)c2ccccc2)c1 (stereo not drawn)
0.5	CCCCNC1=NCCS1
-1.3	COc1ccc(/C=C/C(=O)NCCc2nc3ccccc3[nH]2)cc1
1.6	O=C1CSC(=S)N1N=Cc1ccc2c(c1)OCO2
-0.3	CCOc1cc(-c2noc(CCC(=O)NCC3CCCO3)n2)ccc1OC (stereo not drawn)
3.4	O=C(CN(Cc1cccs1)C(=O)CNS(=O)(=O)c1ccccc1)NC1CCCC1
2.3	CCC(C)NC(=O)c1ccc(CS(=O)(=O)Cc2ccc(Cl)cc2)o1 (stereo not drawn)
-0.4	CCOc1ccc(CNC(=O)CCCc2cn(C)c3ccccc23)cc1OC
0.3	COC(=O)c1cc(NC(=O)Cc2ccc(OC)cc2)cc(C(=O)OC)c1
-1.2	O=S(=O)(NC1CCC(NS(=O)(=O)c2c(F)cccc2F)CC1)c1ccc2c(c1)OCCO2 (stereo not drawn)
1.9	CC1(C)CC(=O)C(C(=O)CCCCC(=O)C2C(=O)CC(C)(C)CC2=O)C(=O)C1
-0.9	Nc1nc(N2CCOCC2)nc(N(c2ccccc2)c2ccccc2)n1
